Growth percent in the NCI-60 one-dose screen (48 h, 10 µM unless noted): 100 = growth as untreated, 0 = no growth, -100 = all killed.
TK-10 = TK-10 renal cancer cells; 81,000 tested, 3.9% active
A498 = A498 renal cancer cells | AID 1794774 | 76,000 tested, 5.4% active
RXF 393 = RXF 393 renal cancer cells; 77,000 tested, 6.9% active
786-0 = 786-0 renal cancer cells. 81,000 tested, 5.1% active
SN12C = SN12C renal cancer cells; 81,000 tested, 3.8% active; AID 1794767
ACHN = ACHN renal cancer; 81,000 tested, 4.9% active
U251 = U251 CNS tumor cells; AID 1794753; 80,000 tested, 5.4% active
CAKI-1 = CAKI-1 renal cancer; 75,000 tested, 4.7% active
UO-31 = UO-31 renal cancer; 81,000 tested, 5.2% active; AID 1794768
An asterisk follows results filed as active; / = no result given; & = joins results of further samples; ! = repeats disagree. The calls were made as follows: active = growth percent below 10; inactive = the rest. Random draw from the library; about 12% have a hit in one of these screens.

no.	Compound	TK-10	A498	RXF 393	786-0	SN12C	ACHN	U251	CAKI-1	UO-31
1	N#Cc1cnc2cc(OC[C@@H](O)CO)c(NC(=O)C3CCCC3)cc2c1Nc1ccc(OCc2cccc(F)c2)c(Cl)c1	30	55	-63*	44	14	40	62	59	35
2	Fc1ccc(F)c(Nc2ccccc2)c1	111	90	114	108	93	110	101	101	102
3	CN1C(=O)C(=O)c2ccccc21	96	108	136	103	108	105	103	87	96
4	CS(=O)(=O)c1ccc(C(=O)N2N=C(c3ccccc3)CC2c2ccccc2)cc1 (stereo not drawn)	105	104	97	99	106	108	96	93	88
5	COc1ccc(-c2nc(SCC(=O)c3ccc(Cl)c(Cl)c3)[nH]c(=O)c2C#N)cc1	130	107	107	104	100	99	103	84	77
6	CCN1CCN(c2ccc3c4c(cccc24)C(=O)N(N2C(=O)c4cccc5cccc(c45)C2=O)C3=O)CC1	114	97	107	97	97	98	102	86	81
7	Cc1cc([N+](=O)[O-])cc[n+]1[O-]	116	98	110	115	103	105	108	101	102
8	Cc1nc2c([N+](=O)[O-])c(Cl)c(Cl)cc2n1Cc1ccc(B2OC(=O)CN(C)CC(=O)O2)cc1	89	51	56	105	86	87	88	57	38
9	COc1cccc(-c2oc3ccc(OC)cc3c(=O)c2O)c1	111	92	86	79	77	88	65	/	76
10	O=[N+]([O-])c1ccc(OCCCOc2ccccc2)c(Cl)c1	64	/	100	87	101	112	88	109	101
11	O=C1C2CCC(C2)C1CN1CCOCC1 (stereo not drawn)	116	105	129	105	104	94	109	107	90
12	NC(=S)NN=C1CCCCCCCCC1	96	106	93	96	95	95	103	104	71
13	C=CC(C)(O)CCC1C(=C)CCC2C(C)(C)CCCC12C (stereo not drawn)	83	106	108	100	108	/	104	/	90
14	O=C1/C(=C/c2ccccc2)CN(C(=O)C(Cl)Cl)C/C1=C\c1ccccc1	59	4.2*	-35*	-16*	-41*	-75*	-64*	4.6*	-53*
15	COCCCN1CC(O)=C(c2nc(-c3ccc(C)cc3)cs2)C1=N	138	93	94	95	93	111	100	96	81
16	CC(=O)OC1Oc2ccccc2-c2oc(=O)c(-c3ccc(F)cc3)cc21 (stereo not drawn)	93	-16*	/	95	88	104	76	93	/
17	CNC(=O)c1cc(Oc2ccc3nc(NC(=O)c4ccc5ncccc5c4)sc3c2)ccn1	90	88	109	98	93	102	94	90	77
18	COc1cc(C2CC(c3ccc(C(F)(F)F)cc3)=Nc3c(N)nc(N)nc3N2)ccc1Oc1nc(Nc2ccc(F)cc2)nc(N(C)C)n1 (stereo not drawn)	65	66	4.0*	39	51	48	41	41	42
19	C=CCCCCCCCCC(C)(N)C(=O)O (stereo not drawn)	92	99	105	100	96	111	103	93	103
20	C/C=C1/CCC2C3CCC4=CC(=O)CCC4C3CCC12C (stereo not drawn)	115	90	106	104	97	101	95	/	90
21	CC12c3ccccc3C(C)(c3ccccc31)C(NS(=O)(=O)c1ccc(Cl)cc1)C2O (stereo not drawn)	103	42	97	105	95	103	93	93	70
22	O=C(NNCc1ccccc1)c1ccccn1	106	/	125	111	104	104	98	100	84
23	Cc1cc(O)c(C(C)C)cc1C1(c2cc(C(C)C)c(O)cc2C)OS(=O)(=O)c2ccccc21	115	96	106	110	100	101	109	102	89
24	CCCCCCCCCCCCc1ccc(C[N+](C)(C)CC[N+](C)(C)Cc2ccc(CCCCCCCCCCCC)cc2)cc1	111	112	115	100	100	106	101	88	82

Given with one line to a screen: part of the list above.
16: CC(=O)OC1Oc2ccccc2-c2oc(=O)c(-c3ccc(F)cc3)cc21 (stereo not drawn)
14: O=C1/C(=C/c2ccccc2)CN(C(=O)C(Cl)Cl)C/C1=C\c1ccccc1
20: C/C=C1/CCC2C3CCC4=CC(=O)CCC4C3CCC12C (stereo not drawn)
10: O=[N+]([O-])c1ccc(OCCCOc2ccccc2)c(Cl)c1
12: NC(=S)NN=C1CCCCCCCCC1
3: CN1C(=O)C(=O)c2ccccc21
assay / entry	16	14	20	10	12	3
TK-10	93	59	115	64	96	96
A498	-16*	4.2*	90	/	106	108
RXF 393	/	-35*	106	100	93	136
786-0	95	-16*	104	87	96	103
SN12C	88	-41*	97	101	95	108
ACHN	104	-75*	101	112	95	105
U251	76	-64*	95	88	103	103
CAKI-1	93	4.6*	/	109	104	87
UO-31	/	-53*	90	101	71	96

Continuation.
no.	Compound	TK-10	A498	RXF 393	786-0	SN12C	ACHN	U251	CAKI-1	UO-31
25	CC(C)(C)OC(=O)NC(CSCc1ccccc1)C(=O)ON1C(=O)CCC1=O (stereo not drawn)	119	110	124	114	107	101	105	112	91
26	CCN(CC)CCN1C(=O)c2c(c(C)c3c(oc4cc(OC)ccc43)c2C)C1=O	100	108	73	-74*	32	51	56	78	-44*
27	CC(C)(O)CCl	111	106	117	114	106	108	103	103	107
28	COC1(OC)N=C(N)C2(C#N)C3(C(=O)Nc4ccccc43)C12C#N (stereo not drawn)	98	-9.5*	61	94	94	67	68	21	53
29	COCCN1CCN(c2ncc([N+](=O)[O-])c(N3CCN(CCOC)CC3)n2)CC1	99	86	93	101	98	105	102	97	87
30	CN(C)c1ccc(C(O)(c2ccc(N(C)C)cc2)c2ccc(N(C)C)cc2)cc1	99	51	93	92	82	79	85	88	68
31	Cc1ccc(-c2ccc(-c3ccccc3N)c3[nH]c4ccccc4c23)cc1	98	75	78	78	74	83	72	56	38
32	NS(=O)(=O)c1ccc(NC(=S)/N=C\C(C(=O)c2ccccc2)=C(\O)c2ccccc2)cc1	111	85	103	98	100	103	92	98	100
33	Cc1cc(Cl)nc(N2CCN(CCNc3ccnc4cc(Cl)ccc34)CC2)n1	48	42	62	49	71	58	55	45	32
34	Cc1cc2nc3c4cc(Cl)ccc4n(CCN(C)C)c3nc2cc1C	19	74	-0.2*	14	18	-10*	12	-7.2*	-45*
35	COc1ccc(C2C=C(C)N=C3SC(C)=NN32)cc1OC (stereo not drawn)	124	90	105	109	102	107	94	93	97
36	O=C1Nc2ccc(I)cc2C1=O	140	122	91	109	98	103	94	64	78
37	COc1ccc2nc(C)cc(Nc3cccc(O)c3)c2c1	90	85	85	85	93	92	93	98	68
38	COc1ccc(C2Nc3nc(SC)[nH]c(=O)c3N=C3c4ccccc4C(=O)C32)cc1 (stereo not drawn)	100	95	/	102	104	80	92	53	75
39	Clc1ccc2c(NCCCn3cnc4c(N5CCCC5)nc(Cl)nc43)ccnc2c1	102	94	123	96	94	92	100	91	77
40	O=C1NC(=O)C(c2ccccc2)=C1Nc1ccc(C(=O)Nc2ccccc2)cc1	98	88	84	94	94	95	95	84	82
41	NS(=O)(=O)c1ccc(C(=O)NN2C(=O)c3c(Cl)c(Cl)c(Cl)c(Cl)c3C2=O)cc1	102	106	111	104	96	102	100	95	84
42	O=C(C[n+]1cc2ccccc2cn1)c1ccc(O)c(O)c1	113	113	90	98	94	101	102	102	87
43	Nc1nc(Br)nc2nc[nH]c12	102	103	112	105	114	105	104	94	91
44	CN1C(=O)N(C)C2C1NN=c1s/c(=C\c3ccco3)c(=O)n12 (stereo not drawn)	97	/	107	97	99	110	97	85	85
45	COC(=O)/C=C(/C(=O)OC)c1c[nH]c2ccccc12	108	106	119	99	97	108	94	/	92
46	COc1ccc2c(c1)C(=O)c1c-2c(OCCCN(C)C)nc2cc(Br)ccc12	77	76	44	77	62	3.7*	-76*	70	-35*
47	O=S(=O)(Oc1ccc(OS(=O)(=O)c2ccccc2)cc1)c1ccccc1	96	92	110	100	98	103	92	105	80
48	CCCc1[nH]c(=O)c(C#N)c(COC)c1[N+](=O)[O-]	96	83	102	/	110	98	105	107	100
49	CCOC(=O)c1c2c(c(C)n1Cc1ccccc1)-c1oncc1CC2	118	82	92	88	108	101	90	109	75
50	CN(C)c1ccc(/C=N\NC(=S)Nc2ccc(F)cc2)cc1	115	91	98	105	101	106	105	85	94
51	Cc1cc(C)nc(NS(=O)(=O)c2ccc(Nc3nc4nc(NCc5ccccc5)nc(-c5ccc(O)cc5)c4c(=O)[nH]3)cc2)n1	10	42	-1.8*	/	33	16	12	33	11
52	CCOC(=O)C(=Cc1ccc(C#N)cc1)C(=O)OCC	-1.5*	82	-63*	0.6*	46	-65*	50	49	-34*
53	CCN(CC)CC(O)CN(CC)CC	120	107	105	101	106	101	109	/	100
54	CN1CCOC1c1ccc(C2OCCN2C)cc1 (stereo not drawn)	105	105	119	101	98	97	93	97	74
55	COc1ccc(-c2cc(-c3cn(-c4cccc(Cl)c4)nc3-c3ccc(OC)cc3)c(C#N)c(N)n2)cc1	122	94	102	110	94	100	94	103	88
56	CSc1ccc2c(c1)N(C(=O)/C(C#N)=C/c1ccc3c(c1)OCO3)c1ccccc1S2	105	98	99	97	96	97	100	87	90
57	CNC(=O)c1cc(-n2ccc3cc(NC(=O)Nc4ccc(N5CCOCC5)c(C(F)(F)F)c4)ccc32)ccn1	61	71	-28*	14	55	57	42	41	35
58	CO[C@H]1O[C@@H]2[C@H](C)OC(=O)CCCCC(=O)[C@@H]2CC1(OC)OC	100	85	116	98	103	105	102	102	95
59	CC1=C(C(=O)OCc2ccccc2)C(c2ccc3c(c2)OCO3)NC(=S)N1 (stereo not drawn)	105	73	94	105	97	99	96	82	89
60	Nc1ccc(S(=O)(=O)c2ccc(NC(=O)c3ccc(-n4c(=O)[nH]c5ccccc5c4=O)cc3)cc2)cc1	96	125	111	95	107	108	104	104	92
61	CCOc1c(C#N)c(Nc2ccc(S(N)(=O)=O)cc2)c(C#N)c2nc(=O)nc(Nc3ccccc3)n12	119	/	121	117	87	92	95	93	88
62	N#C/C(=C\c1ccc2c(c1)OCO2)c1nc2ccccc2s1	33	80	39	18	85	52	61	84	37
63	COc1ccc(-c2cc(C(=O)Nc3ncc(Cc4ccccc4)s3)c3ccccc3n2)cc1	101	110	93	100	101	106	100	97	81
64	CSC(=S)Nc1ccc(Cl)cc1	103&93	88&114	102&114	88&100	96&87	104&97	94&94	87	91&83
65	Oc1ccc(CSc2nnc(-c3ccc(Oc4ccccc4)cc3)o2)c2cccnc12	35	79	61	-11*	24	-2.9*	-4.1*	60	2.7*
66	CNC(=O)OC1C(O[C@H]2C[C@H]3[C@@H]4CC=C5C[C@@H](O)CC[C@]5(C)[C@H]4CC[C@]3(C)[C@H]2[C@H](C)C(=O)CCC(C)C)OCC(O)C1OC1OCC(O)C(O)C1OC(=O)c1ccc(OC)cc1 (stereo partly drawn)	14	-60*	-64*	-14*	60	39	1.5*	0.8*	-19*
67	Cc1ccc(-c2cc(O)c(C(=O)N3CCOCC3)s2)cc1	95	88	101	91	100	105	97	100	90
68	COC(=O)[C@]12CC[C@@H](C)[C@H](C)[C@H]1[C@]13O[C@H](C1=O)[C@@H]1[C@@]4(C)CC[C@H](OC(C)=O)C(C)(C)[C@@H]4CC[C@@]1(C)[C@]3(C)CC2	95	103	103	99	100	102	95	91	86
69	COC(=O)c1nc(N)nc(C(=O)OC)c1C(=O)c1ccc(OC)cc1	93&105	141&133	10.0*!	72&124	78&113	53&104	50&106	74&95	66&90

An excerpt from above in order of length of the SMILES, ascending:
no.	Compound	TK-10	A498	RXF 393	786-0	SN12C	ACHN	U251	CAKI-1	UO-31
69	COC(=O)c1nc(N)nc(C(=O)OC)c1C(=O)c1ccc(OC)cc1	93&105	141&133	10.0*!	72&124	78&113	53&104	50&106	74&95	66&90
63	COc1ccc(-c2cc(C(=O)Nc3ncc(Cc4ccccc4)s3)c3ccccc3n2)cc1	101	110	93	100	101	106	100	97	81
68	COC(=O)[C@]12CC[C@@H](C)[C@H](C)[C@H]1[C@]13O[C@H](C1=O)[C@@H]1[C@@]4(C)CC[C@H](OC(C)=O)C(C)(C)[C@@H]4CC[C@@]1(C)[C@]3(C)CC2	95	103	103	99	100	102	95	91	86

Bioassay records (PubChem)
